From PubChem BioAssay
VHR inh color: VHR1 phosphatase inhibitors, primary screen, biochemical, colorimetric, HTS; Dual specificity protein phosphatase 3 (Homo sapiens), P51452; recombinant VHR phosphatase, colorimetric substrate read-out; inhibition, % at 20 µM; actives 0.7% (n = 50,000); AID 1992, 2009; in the data active = inhibition above about 60%; note: some results filed as inactive read as strong as hits
Target sequence (P51452 whole entry, looked up): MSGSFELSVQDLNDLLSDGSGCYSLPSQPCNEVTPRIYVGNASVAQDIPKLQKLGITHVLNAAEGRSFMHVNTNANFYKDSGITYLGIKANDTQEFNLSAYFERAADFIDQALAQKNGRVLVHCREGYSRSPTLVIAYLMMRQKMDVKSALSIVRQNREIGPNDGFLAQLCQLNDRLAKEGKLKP
* marks the source's active call; other numbers are inactive results. This is a subset (hit frequency here may not be typical).

SMILES	VHR inh color
COc1cc2c(cc1OC)C(CSc1ccccc1C(=O)O)=NC(C)(C)C2	-4.3
O=C(NCC1CCCO1)c1cc2nc(-c3ccco3)cc(C(F)(F)F)n2n1 (centres undefined)	-19.8
CC(=O)CC(=O)Nc1ccc2c(c1)OCCO2	-27.5
CN(CCOC(=O)c1ccccc1)C1=NS(=O)(=O)c2ccccc21	-4.5
CS(=O)(=O)N(CC(=O)NCc1ccco1)c1ccc(Oc2ccccc2)cc1	-24.3
CCC(=O)N1c2ccccc2NC2=C(C(=O)CC(c3ccccc3)C2)C1c1ccc(C)o1 (centres undefined)	-0.7
O=c1c2ccccc2nc(-c2ccccc2)n1/N=C/c1cccs1	-29.0
COc1ccc(N(CC(N)=O)S(C)(=O)=O)c(OC)c1	-12.6
CCSCCOC(=O)C1=C(C)NC2=C(C(=O)CCC2)C1c1ccc(F)c(F)c1 (centres undefined)	13.6
COc1ccc(C2SCC(=O)N2c2ccc(Cl)cc2)cc1 (centres undefined)	-37.7
CCOC(=O)c1ccc(NC(=O)CN(c2ccc(C)cc2)S(=O)(=O)c2ccc(OCC)cc2)cc1	-17.3
Cc1ccccc1C(=O)N1CCN(c2nc3ccc([N+](=O)[O-])cc3s2)CC1	14.8
CCc1ccc(NC(=O)C(=O)NCCc2ccc(F)cc2)cc1	-24.5
CCOc1ccc(N2C(=O)C3CC=CCC3C2=O)cc1 (centres undefined)	-11.7
O=C(/C=C/c1ccccc1)NC(=S)Nc1ccc(N2CCOCC2)cc1	-9.2

(continued)
SMILES	VHR inh color
O=[N+]([O-])c1ccc(Cc2ccncc2)cc1	-1.5
Cc1cc(NC(=O)c2ccc(-c3ccc(Br)cc3)o2)ccc1NC(=O)c1ccco1	3.7
O=C(c1ccc(Cl)cc1)N1CCN(c2ccc([N+](=O)[O-])c(NCc3ccccc3)c2)CC1	-6.4
Cc1cccc(N2C(=O)NC(=O)/C(=C/c3ccc(N(C)C)c(Br)c3)C2=O)c1	-7.5
Cc1sc(NC(=O)c2ccc(F)cc2)nc1C12CC3CC(CC(C3)C1)C2	-26.2
COc1ccccc1C(=O)NN1C(=O)/C(=C/c2cccc(Br)c2)SC1=S	-10.1
COc1ccc(Cl)cc1N(CC(=O)N1CCN(c2ccccc2)CC1)S(=O)(=O)c1ccccc1	12.7
CCN(CC)CC(=O)Nc1ccc2c(c1)N(C(=O)CNN(CC)CC)c1ccccc1CC2	-25.4
Cc1ccc(C2/C(=C(\O)c3ccccc3)C(=O)C(=O)N2c2nncs2)cc1 (centres undefined)	11.2
CCCCCC(=O)c1c(C)nn(C)c1C	5.3
CCOC(=O)c1c[nH]c2c(ccc3ccccc32)c1=O	5.5
Cc1ccccc1NC1SC(=O)N(c2ccccc2)C1=O (centres undefined)	-4.7
COc1ccc(CNC(=O)Cc2ccccc2)cc1OC	-15.9
Cn1cccc1CN1CCN(C(=O)c2ccc([N+](=O)[O-])cc2)CC1	15.2
COC(=O)c1c(N=CN(C)C)c(C#N)c2n1CCCCC2	-6.2

New compounds follow
SMILES	VHR inh color
c1ccc(CN2CCN(Cc3c[nH]c4ccccc34)CC2)cc1	-6.2
O=C(N/C(=C\c1ccc(Br)cc1)C(=O)N1CCCCCC1)c1cccs1	7.8
COc1cc(OC)c(OC)cc1CNCC1OCCc2ccccc21 (centres undefined)	-21.3
COc1ccc2ccccc2c1C(=O)/C=C/c1cccnc1	-2.0
C#CC(C)(C)N1CC[C@@H](O)[C@@H]2CCC[C@@H]21	-11.7
Cc1cc(Cl)ccc1NC(=O)COc1ccccc1C	1.3
CC(=O)N1c2ccccc2C(N(C(=O)c2ccc([N+](=O)[O-])cc2)c2ccccc2)CC1C (centres undefined)	-17.1
CC(=O)Nc1ccc(N/C(C)=C/C(=O)c2ccc(Br)cc2)cc1	12.9
O=C(Nc1ccc(O)cc1)Nc1ccc(Cl)cc1	-6.2
Cc1[nH]n(-c2ccccc2)c(=O)c1C=Nc1ccccc1Cl	-27.2
COc1ccc(CNC(=O)CSc2ccccn2)cc1	-15.7
C=CCc1ccccc1OCCOc1ccc(/C=C2/SC(=S)N(C)C2=O)cc1OC	0.1
O=C(COc1ccc2ccccc2c1)Nc1cccc(NC(=O)c2ccc(Cl)cc2Cl)c1	-14.0
COc1ccc(-c2nnnn2C)cc1S(=O)(=O)NCCc1ccccc1	-41.5
CC1CCc2c(sc(NC(=O)C(C(C)C)N3C(=O)c4ccccc4C3=O)c2C(N)=O)C1 (centres undefined)	-17.6

Remaining list, next part:
SMILES	VHR inh color
CCOC(=O)C1=C(C)N(C)C(=O)NC1c1ccc(O)cc1 (centres undefined)	2.3
O=[N+]([O-])c1cccc(S(=O)(=O)Nc2ccc(Br)cc2)c1	4.8
O=C(c1ccccc1O)N1CCCc2ccccc21	-42.1
O=C(NC(=S)Nc1ccc(-c2nc3cc(Cl)ccc3o2)cc1)c1ccccc1Cl	5.6
Cc1ccnc(NS(=O)(=O)c2ccc(NC(=O)C3CCCO3)cc2)n1 (centres undefined)	-18.3
Clc1cccc(Cl)c1OCCCN1CCCCC1	2.3
CC1=C(C(=O)Nc2ccccc2)C(c2cccc(Cl)c2)NC(=S)N1 (centres undefined)	-3.1
CCOC(=O)CSc1nc2c(c(=O)n1-c1ccc(OC)cc1)C1(CCCCC1)Cc1ccccc1-2	-11.3
Cc1cc(=O)[nH]c2ccc([N+](=O)[O-])cc12	-10.8
Cc1ccc(OCC(=O)NCc2ccccn2)c(C)c1	-3.3
O=[N+]([O-])c1ccccc1/C=N/Nc1ncc(Br)cn1	-8.0
Cc1ccc(NC(=O)c2ccc([N+](=O)[O-])cc2)c(C(=O)c2ccccc2)c1	-21.4
Cc1ccc(O)c(Nc2c([N+](=O)[O-])c(=O)oc3ccccc23)c1	-3.7
CCOc1ccc(C(=O)N2CCN(c3ccccc3)CC2)cc1OCC	-60.3
Cc1nc2cc(-c3ccc(I)cc3)nn2c(C)c1Cl	-10.4

(list continues)
SMILES	VHR inh color
O=C(NCCO)c1cccc2c1C(=O)c1ccccc1-2	-8.6
COc1cc(/C=N/n2cnnc2)ccc1O	-20.3
N#Cc1c(SCC(=O)c2ccc(Cl)cc2)nc2c(c1-c1ccco1)CCCC2	-5.3
Cc1cc(OCc2nc(-c3ccccc3)no2)ccc1Br	-0.3
CCOC(=O)c1c(NC(=O)c2ccc(N3C(=O)CCC3=O)cc2)sc(C)c1C	7.6
COc1cccc(NC(=O)CN(CCc2ccccc2)S(=O)(=O)c2ccccc2)c1	-34.1
CC(=O)CC(=O)Nc1ccc(Cl)cn1	4.5
COc1ccc(N=Cc2c(O)n(-c3ccc(F)cc3)c(=O)[nH]c2=O)c(OC)c1	4.0
C=C(C)Cn1c(SC)nc2sc3c(c2c1=O)CCC(C(C)(C)C)C3 (centres undefined)	-24.6
COc1ccc(C(=O)N2CCN(Cc3cccc(Cl)c3)CC2)cc1	12.1
CN(C)c1ccc(NC(=O)Cc2ccc(Cl)cc2)cc1	-3.0
C=CCc1ccc(OCC(O)CN2CC(C)OC(C)C2)c(OC)c1 (centres undefined)	-24.5
COc1ccc(S(=O)(=O)Nc2ccc3c(c2)OCO3)cc1	-4.6
CC1(c2ccccc2)C(C#N)=C(N)OC2=C1C(=O)CCC2 (centres undefined)	2.4
CCOC(=O)c1c(-c2ccc(Cl)cc2)csc1NC(=O)C1CCCCC1C(=O)O (centres undefined)	4.9

(next part)
SMILES	VHR inh color
Cc1c(-c2nc(-c3cccnc3)no2)cccc1[N+](=O)[O-]	33.8
COc1ccc(CC(=O)O/N=C(\N)Cc2ccc([N+](=O)[O-])cc2)cc1OC	-12.7
COc1ccc(CNC(=O)COc2ccc(Br)c(C)c2)cc1	-16.8
O=C(COc1ccc2ccccc2c1)NCCCc1ccccc1	-18.9
CCCOc1ccc2c(C)cc(=O)oc2c1	-18.2
Cc1c(Cl)cccc1NC1C=CS(=O)(=O)C1 (centres undefined)	-15.2
Cc1cccc(C)c1NC(=O)CSc1nc2ccc(NC(=O)CSc3nccn3C)cc2s1	7.8
CCC(=O)NNc1nc2c(c(=O)n1C1CCOC(C)(C)C1)C1(CCCCC1)Cc1ccccc1-2 (centres undefined)	25.6
O=C(Cc1ccc(F)cc1)Nc1ccc(Cl)cc1Cl	4.5
CC(=O)Nc1ccccc1NC(=O)COc1ccc(Cl)cc1C	7.5
O=C(O)c1cccc(-c2ccc(/C=C3\SC(=S)N(Cc4ccccc4)C3=O)o2)c1	-5.5
CN1C(=O)C(=Cc2ccc(-c3ccccc3C(=O)O)o2)C(=O)N(C)C1=O	-33.5
CC(C)CNC(=O)CN(c1ccc(C(C)C)cc1)S(=O)(=O)c1ccccc1	-10.8
CC1(C)CC(C(CCNCc2ccccc2)c2ccccc2)CCO1 (centres undefined)	4.2
CC1(C)Cc2c(sc3[nH]c(=O)n(-c4ccccc4)c(=O)c23)CO1	-17.5

The list continues.
SMILES	VHR inh color
Cc1ccc(/C=C2/SC(=S)N(CCC(=O)N3CCCCC3)C2=O)cc1	-20.6
CCCC(=O)c1c(NCc2ccccc2)cc(C)oc1=O	-6.6
O=S(=O)(c1ccccc1)N1CCN(Cc2cccc(Cl)c2)CC1	-3.4
Cc1cccc(C(=O)Nc2ccc(S(=O)(=O)Nc3nccs3)cc2)c1	-13.9
CCOc1ccc(NC(=S)NC(NC(=O)c2cccc(OC)c2)C(Cl)(Cl)Cl)cc1 (centres undefined)	-8.0
COC(=O)c1ccccc1NC(=O)COc1ccc(-c2ccc(C)cc2)cc1	-11.1
CCCCS(=O)(=O)CC(O)COc1ccc(Cl)cc1 (centres undefined)	-14.1
O=C1NC(=O)N(c2ccc3c(c2)OCO3)C(=O)/C1=C/c1ccc(OCc2cccc(C(=O)O)c2)cc1	-10.8
CCSc1nnc(N2C(=O)c3ccc(C(=O)c4ccc(C(=O)O)cc4)cc3C2=O)s1	-1.4
CC1=CC(c2ccccc2)n2c(nc3ccccc32)N1 (centres undefined)	-2.1
O=C(c1ccccc1Cl)N1CCN(c2nc3ccccc3s2)CC1	-4.1
CC(C)C(C(=O)O)N1C(=O)/C(=C/c2cccc(O)c2)SC1=S (centres undefined)	-18.0
O=C1c2ccccc2C(=O)N1CCCc1nc2ccccc2c(=O)n1Cc1ccccc1	-0.7
CCc1ccc(CN2CCN(Cc3cc(OC)ccc3O)CC2)cc1	-5.3
COc1ccc(C(=O)/C=C/c2ccccc2F)cc1OC	-33.2

Among those listed so far, these contain an NH in an aromatic ring.
SMILES	VHR inh color
CCOC(=O)c1c[nH]c2c(ccc3ccccc32)c1=O	5.5
c1ccc(CN2CCN(Cc3c[nH]c4ccccc34)CC2)cc1	-6.2
Cc1[nH]n(-c2ccccc2)c(=O)c1C=Nc1ccccc1Cl	-27.2
Cc1cc(=O)[nH]c2ccc([N+](=O)[O-])cc12	-10.8
COc1ccc(N=Cc2c(O)n(-c3ccc(F)cc3)c(=O)[nH]c2=O)c(OC)c1	4.0
CC1(C)Cc2c(sc3[nH]c(=O)n(-c4ccccc4)c(=O)c23)CO1	-17.5

Going on with the list:
SMILES	VHR inh color
CCOC(=O)C(=O)Nc1ccc(S(=O)(=O)Nc2ccc(OC)cc2)cc1	4.3
Cc1ccc(OCCNC(=O)Cc2cccc3ccccc23)cc1C	-0.3
O=C(O)CCC(=O)N1N=C(c2cccs2)CC1c1ccccc1Cl (centres undefined)	92.8
Cc1nc2cc(NCc3cc4ccccc4[nH]3)ccc2n1C	8.4
CCN(CC)CCCNC(=O)c1ccc(Cl)cc1	-15.4
CC(C)C1=NN2C(=N)/C(=C/c3ccc(-c4ccc([N+](=O)[O-])cc4)o3)C(=O)N=C2S1	-4.0
COC(=O)CSc1nc(C)cc(C)n1	-32.8
Cn1nnnc1SCc1c(Cl)cccc1Cl	-10.2
COc1ccc(-c2csc(Nc3ccc(N)cc3)n2)cc1OC	90.1*
N/C(=C/C(=O)c1ccc(Cl)cc1)C(F)(F)F	-12.7
Cc1cccc(N/C(=N\c2nc(C)cc(C)n2)NC(=O)c2ccccc2)c1	-46.7
O=S(=O)(NCC(c1ccccc1)N1CCCCC1)c1ccc(Cl)cc1 (centres undefined)	9.5
Cc1sc(NC(=O)NC2CCCCC2)nc1-c1ccccc1	-4.8
O=C(c1ccc(F)cc1)c1ccc(NS(=O)(=O)c2ccc(Cl)cc2)cc1	-7.6
CCCOc1ccc(C(=O)Nc2ccc(Cl)cn2)cc1	-6.1

(more compounds)
SMILES	VHR inh color
CCC1CCc2c(sc(NC(=O)Nc3ccccc3)c2C(N)=O)C1 (centres undefined)	-5.6
O=C(CC1Sc2ccccc2NC1=O)Nc1ccc(I)cc1 (centres undefined)	5.1
Cc1cc(C)c(/C(O)=C/c2nc3ccccc3oc2=O)c(C)c1	-1.6
O=C(NNC(=O)c1ccc2c(c1)OCO2)NC1CCCCC1	-17.8
COc1cc(/C=N/n2cnnc2)ccc1Oc1ccc(C(F)(F)F)cc1[N+](=O)[O-]	-13.2
C=CCOC(=O)C1=C(C)NC(=O)NC1c1ccc(Cl)cc1 (centres undefined)	-23.6
CC1(C)CC(N=Cc2c(-c3ccccc3)[nH]n(-c3nc4ccccc4s3)c2=O)CC(C)(C)N1	17.6
COc1ccc(C(=O)Nc2ccc(NC(C)=O)cc2)cc1[N+](=O)[O-]	-1.5
CC(C)c1ccc(N(CC(=O)N/N=C/c2cc(Cl)cc(Cl)c2O)S(=O)(=O)c2ccccc2)cc1	18.0
O=C(CNC(=O)c1ccccc1)c1ccc(Cl)cc1	-39.0
COc1ccccc1OCCOc1ccccc1OC	-4.9
CCOC(=O)C1=C(O)/C(=C\c2ccc(OC)cc2)N=C1/C=C/N(C)C	-10.8
C=CCN1C(=O)/C(=C\c2cc(OC)c(O)c([N+](=O)[O-])c2)C(=O)NC1=S	3.8
